Assay outcomes (PubChem)
HT1080NT lethal = kills 2HG-producing HT-1080-NT fibrosarcoma cells. 1.6% of 360,000 active. Potency, µM (titrated, usually from 46.1 µM), for inactives: top-dose activity, negative = less viability, actives largely listed as cytotoxic. HT-1080-NT fibrosarcoma viability, CellTiter-Glo ATP luminescence, 48 h. AID 686970;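 note: NT is the 2HG producing partner of a matched IDH1 knockdown line; 0% = DMSO-treated cells and -100% = media-only wells without cells; nearly all actives have a fitted effect of over 55% in size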
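Viability of the 2HG-overproducing fibrosarcoma line after 48 hours of compound exposure at 37 degrees C was determined by luminescence with CellTiter-Glo, and concentration-effect curves were then fitted and categorized.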
GLP-1R inv ag = acts as inverse agonist at human GLP-1 receptor | 1.6% of 410,000 active | Potency, µM (doses to about 38.3 µM), inactives show at the highest dose activity change, negative = inhibition, usual class: inhibitors | HEK293 GLP-1R CRE-luciferase, luminescence, 24 h; GLP-1R form is constitutively active; note: % is set by controls: 0 for no effect and ±100 for the full control effect; nearly all actives have a fitted effect of over 55% in size
Target sequence (P43220 whole entry, looked up): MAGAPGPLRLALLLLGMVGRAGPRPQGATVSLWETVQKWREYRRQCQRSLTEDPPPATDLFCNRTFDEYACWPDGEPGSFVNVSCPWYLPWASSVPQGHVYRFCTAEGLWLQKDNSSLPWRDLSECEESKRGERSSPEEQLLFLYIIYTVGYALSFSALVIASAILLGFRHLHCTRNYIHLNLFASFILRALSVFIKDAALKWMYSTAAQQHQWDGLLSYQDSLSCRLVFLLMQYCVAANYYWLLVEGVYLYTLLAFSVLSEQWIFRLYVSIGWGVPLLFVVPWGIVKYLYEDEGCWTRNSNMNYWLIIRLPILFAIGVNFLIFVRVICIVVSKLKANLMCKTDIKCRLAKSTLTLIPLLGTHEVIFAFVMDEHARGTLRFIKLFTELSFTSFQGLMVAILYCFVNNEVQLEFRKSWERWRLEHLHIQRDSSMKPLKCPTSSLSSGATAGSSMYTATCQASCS
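Inverse agonists were sought by their lowering of basal cAMP reporter luciferase output in HEK293 cells stably carrying constitutively active human GLP-1R, after 24 h compound treatment.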
GLP1R ag = agonists of human GLP-1 receptor; 0.007% of 380,000 active; HEK293 GLP-1R CRE-luciferase, luminescence, 4-6 h; cells express a hypersensitive GLP-1R form; Potency, µM (highest dose often 45.6 µM), without a hit: at the top dose activation, hits mostly activators; note: % of control where 0% means no effect
KB-3-1 cytotox = kills parental KB-3-1 adenocarcinoma cells | KB-3-1 viability, CellTiter-Glo ATP luminescence, 72 h | Potency, µM (titrated, usually from 46.1 µM), inactives show top-dose activity change, negative = cytotoxic, usual class: cytotoxic | 1.4% of 400,000 active | AID 1347075; note: % is set by controls: 0 for no effect and ±100 for the full control effect; nearly all actives have a fitted effect of over 60% in size
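Here the drug-naive KB-3-1 line serves as comparator for MDR sub-line selectivity; cells received compound titrations, 72 h at 37 °C, then CellTiter-Glo readout.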
KB-V1 cytotox = KB-V1 MDR subline cytotoxicity; Potency, µM (titrated, usually from 46.1 µM), without a hit: at the highest dose activity change, negative = cytotoxicity, actives largely listed as cytotoxic; AID 1347076; KB-V1 MDR cells viability, CellTiter-Glo, 72 h; 3.4% of 400,000 active; note: % is set by controls: 0 for no effect and ±100 for the full control effect; nearly all actives have a fitted effect of over 60% in size
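Luminescent ATP read-out (CellTiter-Glo, 10 min) measures survival of drug-selected KB-V1 MDR cells after 72 h, 37 degrees C compound exposure. Medium: phenol-red-free DMEM, 10% FBS. Values from fitted concentration-response curves.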
HEK293 tox = cytotoxicity counter-screen for GLP-1 receptor inverse agonists. HEK293 cAMP-luciferase reporter cells, luminescence, 24 h. Potency, µM (top dose mostly 38.3 µM), for the others: at the top dose activity change, negative = inhibition, actives largely listed as inhibitors. 0.13% of 410,000 active;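 note: loss of luciferase light is scored as toxicity; % is set by controls: 0 for no effect and ±100 for the full control effect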
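Compound-treated cells are incubated 24 hr at 37 deg C under 5% CO2 after a 12 hour attachment period, then luciferase detection reagent is added and luminescence is measured following 12 min at room temperature; lowered signal indicates toxicity.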
HT1080 IDH1KD tx = toxicity to HT-1080 IDH1 knockdown cells (counter line); AID 686971; 2% of 360,000 active; Potency, µM (highest dose often 46.1 µM), for the others: top-dose activity, negative = toxicity, most hits filed as cytotoxic; HT-1080 IDH1 knockdown viability, ATP luminescence, 48 h;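 note: 0% = DMSO wells and -100% = cell-free medium wells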
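In this qHTS, HT-1080 cells depleted of IDH1 are exposed for 48 h at 37 °C to compound titrations. Toxicity is scored from CellTiter-Glo luminescence, with DMSO as full viability and medium alone as none.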
TDP43 rescue = TDP-43 toxicity inhibition in yeast | TDP-43 expressing yeast growth rescue, BacTiter-Glo, 24 h | Potency, µM (series often up to 46.1 µM), inactives show at the top dose growth rescue (activation), actives largely listed as activators | 1.8% of 410,000 active | AID 652104; note: % of control where 0% means no effect; nearly all actives have a fitted effect of over 50% in size
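Cell-based yeast growth screen: TDP-43 expression induced in galactose, inoculum OD600=0.02 after raffinose pregrowth to mid-log. Read-out BacTiter-Glo luminescence at 24 hr, 30 deg C; inhibition of toxicity seen as signal increase.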
SW480 rerep = DNA re-replication induction in SW480 cells; AID 624297; 1.8% of 340,000 active; Potency, µM (doses to about 46.1 µM), for inactives: top-dose re-replication activation, most hits filed as activators; SW480 DNA re-replication, Hoechst DNA content imaging, 48 h; note: % of control where 0% means no effect; nearly all actives have a fitted effect of over 55% in size
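Image-based DNA-content assay: after two days of treatment, nuclei were labelled with the DNA dye Hoechst and imaged, and hits were compounds raising the count of nuclei showing high fluorescence intensity.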
An asterisk follows results filed as active; ? = inconclusive; . = not tested or not shown; & = joins results of further samples; [ ] = another dose, or the depositor's remark. Calls come from the whole dose curve; as a rule, active = well fitted curve in the direction sought with a large enough effect; inconclusive = small, poorly fitted or top-dose-only effect, or another doubt; inactive = no such curve, though single readings can be large; an effect the other way counts as inactive or inconclusive. Potency is the fitted concentration of half-maximal effect.

SMILES	HT1080NT lethal	GLP-1R inv ag	GLP1R ag	KB-3-1 cytotox	KB-V1 cytotox	HEK293 tox	HT1080 IDH1KD tx	TDP43 rescue	SW480 rerep
O=C(O)C(CCCCN1C(=O)C2C3C=CC(C3)C2C1=O)N1C(=O)C2C3C=CC(C3)C2C1=O (stereo not given)	-5.8%	4.8%	-0.8%	-0.7%	-17.0%	3.2%	-2.6%[9.24 µM]	-13.2%	?
O=C(C1CC=CCC1)N1CCN(C(=O)C2CC=CCC2)CC1 (stereo not given)	15.5%	23.1%	-10.9%	9.4%	-1.8%	3.8%	11.7%	11.9%	-3.5%
CN(C)N1C(N)=C(C#N)C(c2ccc3c(c2)OCO3)C2=C1CCCC2=O (stereo not given)	8.6%	29.9%	7.8%	7.3%	-1.6%	4.6%	13.6%	-17.1%	1.6%
O=C(Cc1ccccc1)NNC(=O)c1ccccc1C(=O)O	-0.2%	14.9%	-0.2%	-3.5%	-19.4%	1.8%	2.1%	-6.2%	-0.4%
O=C1CC(N2CCN(c3ccccc3F)CC2)C(=O)N1c1ccc(F)cc1 (stereo not given)	-6.8%	-8.1%	3.8%	4.8%	-10.4%	-6.2%	1.5%	?	?
CC(CC(=O)Nc1cc(S(=O)(=O)N2CCOCC2)ccc1OCC(F)(F)F)c1ccccc1 (stereo not given)	6.4%	3.4%	-7.4%	14.2%	-6.8%	5.7%	5.8%	16.0%	-1.1%
CCCn1nc(C(=O)NCc2ccc3c(c2)OCO3)c2ccccc2c1=O	-13.6%	4.7%	13.5%	6.0%	?	7.1%	-5.0%	3.6%	1.6%
Cc1ccc(-c2nc3sc4c(c3c(=O)n2N)CCCC4)cc1	1.0%	?	-0.5%	-8.3%	?	0.8%	?	25.3%	1.3%
O=C(Nc1cnccn1)Nc1ccccc1F	22.0%	20.9%	12.2%	16.2%	11.2%	-9.1%	13.1%	13.3%	-0.1%
Cc1cc(C)c(S(=O)(=O)N2CCN(S(=O)(=O)N3CCOCC3)CC2)c(C)c1	5.1%	10.1%	5.5%	-4.5%	?	3.5%	-2.4%	13.5%	-5.7%
Cc1nc(SCc2cccc(F)c2)c2oc3ccccc3c2n1	-12.4%	2.1%	7.9%	-0.3%	-9.9%	-3.9%	-5.7%	?	-4.4%
Cc1nn(C)c(Cl)c1CN1CCC(CO)(CC2CCCCO2)CC1 (stereo not given)	0.1%	-10.6%[7.66 µM]	4.7%	-16.7%	?	3.3%[7.66 µM]	0.5%	13.6%[9.22 µM]	2.7%
O=C(O)CC1(CC(=O)NCc2ccc(C(F)(F)F)cc2)CCCCC1	-3.8%	8.5%	6.7%	6.3%	16.2%	-3.3%	4.1%	-8.6%[1.82 µM]	-16.2%
Cc1cccc(C)c1NC(=S)N=Nc1c(O)n(C)c2ccc(S(=O)(=O)N3CCOCC3)cc12	8.4%	?	-0.4%	?	3.66µM*	?	0.6%	8.6%	1.7%
CC1(C)CC(=O)C(C=Nc2ccc(NC3=C(C#N)C(=O)CC(C)(C)C3)cc2)=C(O)C1	-3.3%	0.8%	1.0%	-9.5%	-14.2%	2.1%	2.8%	-12.3%	-15.8%
c1nc(N2CCC3(CC2)OCCO3)c2[nH]cnc2n1	13.0%	1.5%	1.0%	9.8%	10.2%	-1.4%	20.6%	-0.5%	2.9%
CCc1ccccc1N(C)C(=O)Cc1c(C(=O)O)c(C)cn1C	.	1.5%	.	0.4%	9.1%	2.7%	.	19.4%	.
COc1ccc(/C=C(\C#N)C(=O)NC(C)c2ccccc2)cc1O (stereo not given)	-29.6%	?	-0.5%	-2.1%	14.8%	?	?	20µM*	-4.5%
Cc1c(NC2=C(Cl)C(=O)N(c3ccccc3)C2=O)c(=O)n(-c2ccccc2)n1C	8.4%	32.7%[activator]	1.8%	0.5%	-9.1%	3.2%	0.1%	19.4%	21.9%
O=C(Cn1cnc(S(=O)(=O)N2CCCC2)c1)Nc1ccc(OC(F)(F)F)cc1	-0.3%	?	-1.5%	?	?	-14.2%&2.1%	-0.4%	-7.8%&13.5%	-4.7%
Cc1cccc(CN2C(=O)c3ccccc3Sc3ccc(C(=O)NCCN4CCOCC4)cc32)c1	?	?	4.5%	-5.4%	?	?	-29.4%	-10.8%[9.22 µM]	2.9%
CC(C)CC(CC(C)C)=NNC(=O)c1ccc2c(c1)OCO2	-18.9%	?	3.1%	2.3%	12.9%	-8.1%	-8.8%	.	5.6%[1.84 µM]
N#Cc1c(/N=C/C=C/c2ccccc2)sc2c1CCCC2	-0.5%	11.8%	29.3%	-0.1%	-19.7%	1.1%	-2.5%	-20.1%	-3.4%
CN1C[C@@H]2C[C@@H](c3cccn3-c3nccs3)N3CCC[C@@]23C1=O	13.6%	12.1%	-1.1%	-5.0%	1.9%	-3.5%	23.1%	-31.7%[inhibitor]	1.2%
CCN1CCN(C(c2ccccc2Cl)c2c(O)cc(C)n(Cc3ccco3)c2=O)CC1 (stereo not given)	.	-26.2%	.	5.4%	1.4%	-6.2%	.	11.0%	.

Retrieved by compound from the list above (five):
SMILES	HT1080NT lethal	GLP-1R inv ag	GLP1R ag	KB-3-1 cytotox	KB-V1 cytotox	HEK293 tox	HT1080 IDH1KD tx	TDP43 rescue	SW480 rerep
O=C(Cc1ccccc1)NNC(=O)c1ccccc1C(=O)O	-0.2%	14.9%	-0.2%	-3.5%	-19.4%	1.8%	2.1%	-6.2%	-0.4%
CC(C)CC(CC(C)C)=NNC(=O)c1ccc2c(c1)OCO2	-18.9%	?	3.1%	2.3%	12.9%	-8.1%	-8.8%	.	5.6%[1.84 µM]
O=C1CC(N2CCN(c3ccccc3F)CC2)C(=O)N1c1ccc(F)cc1 (stereo not given)	-6.8%	-8.1%	3.8%	4.8%	-10.4%	-6.2%	1.5%	?	?
Cc1nn(C)c(Cl)c1CN1CCC(CO)(CC2CCCCO2)CC1 (stereo not given)	0.1%	-10.6%[7.66 µM]	4.7%	-16.7%	?	3.3%[7.66 µM]	0.5%	13.6%[9.22 µM]	2.7%
COc1ccc(/C=C(\C#N)C(=O)NC(C)c2ccccc2)cc1O (stereo not given)	-29.6%	?	-0.5%	-2.1%	14.8%	?	?	20µM*	-4.5%

(listing goes on)
SMILES	HT1080NT lethal	GLP-1R inv ag	GLP1R ag	KB-3-1 cytotox	KB-V1 cytotox	HEK293 tox	HT1080 IDH1KD tx	TDP43 rescue	SW480 rerep
COc1ccc(-c2nnc(SC)nc2-c2ccc(OC)c([N+](=O)[O-])c2)cc1[N+](=O)[O-]	-8.6%	-20.8%	11.8%	?	-15.5%	16.9%	-7.0%	-50.4%[inhibitor]	-43.9%[inhibitor]
Cc1ccc(C(=O)Nc2cccc(NC(=O)c3ccc(C)c([N+](=O)[O-])c3)n2)cc1[N+](=O)[O-]	9.3%	17.3%	10.7%	9.9%	?	-8.4%	1.9%	3.2%	-0.8%
CN(Cc1ccccc1)C1CCCN(C(=O)c2ccc(Cl)s2)C1 (stereo not given)	-0.9%	?	5.8%	-1.8%	-25.3%	-1.5%	-5.7%	-10.4%	-3.5%
CCN(CC)C(=O)[C@H]1C[C@H](CC(=O)NCCC2=CCCCC2)C(=O)N2CCc3c([nH]c4cc(CCC(=O)N(C)C)ccc34)[C@]12C	6.8%	2.4%	4.6%	9.6%	-4.5%	-2.7%	10.0%	11.2%	32.1%[9.22 µM]
CCOc1ccc2nc(SCC(=O)NCc3ccccc3)[nH]c2c1	3.0%	9.4%	-0.9%	-9.1%	?	-0.7%	7.3%	11.0%	-1.6%
CCN(CC)CCCn1c2c(c(SCC(=O)Nc3ccc4c(c3)OCO4)nc1=O)CCC2	-9.9%	?	2.6%	-5.0%	-2.1%	0.5%	-2.4%	-3.4%	?
Cc1cc(NC(=O)COC(=O)C2CC(=O)N(c3ccc(Br)cc3)C2)no1 (stereo not given)	28.1%	9.7%	10.0%	?	0.0%	0.1%	16.1%	-9.7%	-8.5%
CCn1c(=S)[nH]c2cc(Cl)ccc21	6.0%	9.2%	16.1%	-0.3%	-6.8%	9.1%	1.7%	-9.8%	-3.5%
O=C(NCCNC(=O)c1ccccn1)c1ccc(Cl)cc1	-5.9%	-27.2%	-0.6%	10.5%	-21.9%	15.1%	1.9%	0.0%	5.3%
COC(OC)c1ccnc(-c2ccc(OC(=O)c3cccs3)cc2)n1	14.2%	22.0%	19.0%	1.3%	14.8%	1.8%	20.6%	4.4%	-5.0%
O=C(NCC(O)CN1CCOCC1)c1ccc([N+](=O)[O-])cc1 (stereo not given)	13.3%	12.3%	8.2%	13.0%	4.2%	-11.1%	15.2%	16.6%	-23.2%
O=C(O)CSC1CC(=O)N(c2ccc(F)cc2)C1=O (stereo not given)	2.2%	0.7%	-1.8%	0.5%	19.0%	4.6%	3.3%	7.1%	.
C=CCOc1ccc(CNn2cn[nH]c2=S)cc1	11.3%	0.1%	-0.3%	-0.5%	9.6%	-9.7%	5.9%	9.6%	-0.6%
COc1ccc(CCNC(=O)c2cc(=O)c3cc(C)ccc3o2)cc1	-2.4%	-23.4%	5.2%	0.8%	-16.0%	9.9%	-2.1%	2.7%	18.0%
COc1ccc(NC(=O)c2cc(OC)c(OC)c(OC)c2)cc1S(=O)(=O)N1CCCCC1	-2.5%	8.6%	7.4%	-11.7%	?	-4.2%	-23.1%	4.5%	2.1%
COc1ccc(NC(=O)CSCC(=O)N2CCCc3ccccc32)cc1	?	-18.8%	3.8%	7.1%	-1.4%	0.7%	?	?	-3.4%
CCN(CC(=O)NCc1cccs1)C(=O)c1cccc(S(=O)(=O)N2CC(C)OC(C)C2)c1 (stereo not given)	3.0%[9.24 µM]	-7.2%	-4.5%	-48.2%	?	0.4%	-2.7%	-5.5%	-13.0%
CCOC(=O)c1c(C)[nH]c(C)c1S(=O)(=O)N(C)CC(=O)NCc1cccc(Br)c1	6.7%	?	18.1%	2.8%&-1.3%	6.5%&-14.0%	-12.3%&11.6%	9.4%	13.0%&-14.6%	-13.6%
